CHO-K1 Ca antag: M1 antagonist counterscreen hit in parental CHO-K1 cells; 360,000 tested, 0.6% active; AID 602250; inhibition, % at 3 µM; ATP-induced calcium, Fluo-8 fluorescence;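 active = inhibition above a per-plate cutoff, the plate's mean sample inhibition plus 3 SD, cut at about 24% in these data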;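 note: 0% = DMSO plus EC80 ATP and 100% = DMSO alone without ATP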
CHRM1 PAM: positive allosteric modulators of human M1 muscarinic receptor; P11229; CHO-K1 hM1, Fluo-8 calcium fluorescence, ACh EC20; 0% = ACh EC20, 100% = maximal ACh; activation, % at 3 µM; 360,000 tested, 0.088% active; in the data active = activation above about 19%, passing the limit was not always enough
Target sequence (P11229 whole entry, looked up): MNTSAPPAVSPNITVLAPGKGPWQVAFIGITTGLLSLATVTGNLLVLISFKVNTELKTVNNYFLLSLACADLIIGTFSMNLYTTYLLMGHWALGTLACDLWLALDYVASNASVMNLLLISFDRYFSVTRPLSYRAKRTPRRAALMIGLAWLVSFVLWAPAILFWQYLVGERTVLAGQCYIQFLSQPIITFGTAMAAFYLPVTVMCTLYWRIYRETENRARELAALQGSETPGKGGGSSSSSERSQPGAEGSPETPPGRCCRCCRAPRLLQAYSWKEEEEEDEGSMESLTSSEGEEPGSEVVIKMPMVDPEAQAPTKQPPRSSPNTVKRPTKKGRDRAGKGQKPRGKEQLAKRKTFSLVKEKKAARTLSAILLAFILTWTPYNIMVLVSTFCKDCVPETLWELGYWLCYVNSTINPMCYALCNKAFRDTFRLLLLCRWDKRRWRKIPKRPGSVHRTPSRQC
M1 PAM parental: nonselective activator or artifact in parental CHO-K1 calcium assay | ATP EC20, Fluo-8 calcium fluorescence; 0% at ATP EC20, 100% at ATP max | activation, % at 3 µM | 360,000 tested, 0.02% active | AID 602247;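 active = activation above the run cutoff, the mean activation of all test compounds plus 3 SD, cut at about 40% in these data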;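 note: peak over basal fluorescence ratio in a 140 s read after ATP addition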
TAAR1 agonist: agonists of human TAAR1 | Q96RJ0 | CHO RD-HGA16 TAAR1, Fluo-8 calcium fluorescence; vehicle wells 0%, saturating PEA agonist 100% | activation, % at 3 µM | 360,000 tested, 0.99% active | AID 624467;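 active = activation above the mean activation of all test compounds in the run plus 3 SD, cut at about 38% in these data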
Target sequence (Q96RJ0 whole entry, looked up): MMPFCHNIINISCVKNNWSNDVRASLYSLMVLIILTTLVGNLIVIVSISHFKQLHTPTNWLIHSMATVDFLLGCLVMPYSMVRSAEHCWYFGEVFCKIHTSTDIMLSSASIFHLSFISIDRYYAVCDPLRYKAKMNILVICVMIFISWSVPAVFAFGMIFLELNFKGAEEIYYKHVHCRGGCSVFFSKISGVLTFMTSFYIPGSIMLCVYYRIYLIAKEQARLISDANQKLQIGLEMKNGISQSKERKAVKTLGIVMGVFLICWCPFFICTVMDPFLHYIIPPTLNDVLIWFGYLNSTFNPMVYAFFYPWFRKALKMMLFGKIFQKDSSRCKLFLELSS
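System: CHO RD-HGA16 cells carrying human TAAR1 plus Gα16; Incubation: 17-24 h seeding, 75 min 37 °C dye, 30 min RT; Measured by: Fluo-8 fluorescence, 5 s baseline then 140 s kinetic read; Control set: DMSO and PEA EC100; Replication: single well for each compound.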
CHO parental Ca: counter-screen: ATP calcium response change in parental CHO cells; parental CHO-K1, ATP-induced calcium, Fluo-8 fluorescence; inhibition, % at 5.6 µM; 330,000 tested, 0.63% active;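 active = inhibition above that plate's mean sample inhibition plus 3 SD, cut at about 26% in these data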;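 note: 0% = ATP-challenged DMSO wells and 100% = DMSO wells without ATP; some compounds past the cut are filed as inactive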
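Material: parental CHO cells / Compound: single nominal dose of 5.6 µM per compound / Signal: Fluo-8 fluorescence / Replicates: singlicate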
CHRM1 agonist: human M1 muscarinic receptor agonism; P11229; CHO-K1 hM1, Fluo-8 calcium fluorescence, agonist mode; 0% DMSO, 100% acetylcholine EC100; activation, % at 3 µM; 360,000 tested, 0.33% active; AID 588814;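 active = activation above the run's mean compound activation plus 3 SD, cut at about 16% in these data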;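 note: peak over basal fluorescence ratio within a 140 s kinetic read after compound addition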
M1 antag: human CHRM1 antagonism | CHO-K1 hM1, Fluo-8 calcium fluorescence, ACh EC80 antagonist | AID 588852 | P11229 | 360,000 tested, 1.3% active | inhibition, % at 3 µM;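 active = percent inhibition above its own plate's cutoff, namely the mean of that plate's compound wells plus 3 SD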;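 note: peak over basal fluorescence ratio during 140 s after agonist addition; 0% = ACh EC80 plus DMSO and 100% = DMSO alone without agonist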
M1 ag parental: M1 agonist counterscreen hit in parental CHO-K1 cells; activation, % at 3 µM; Fluo-8 calcium fluorescence; scaled to maximal ATP response, vehicle zero; 360,000 tested, 0.48% active; in the data active = activation above about 15%;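 note: untransfected CHO-K1 host cells lacking M1 receptor as counterscreen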
TAAR1 antag: human TAAR1 antagonism. Q96RJ0. CHO RD-HGA16 TAAR1, Fluo-8 calcium fluorescence, antagonist. inhibition, % at 3 µM. 360,000 tested, 1.5% active. AID 624466;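 active = inhibition above a per-plate cutoff, the mean inhibition of test compounds on that plate plus 3 SD, cut at about 49% in these data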;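 note: 0% = DMSO plus EC80 beta-PEA response and 100% = DMSO alone without agonist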
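System: CHO RD-HGA16 cells bearing hTAAR1. Reagent: EC80 β-phenethylamine stimulus. Schedule: seeding 17-24 h prior, 75-min 37 °C, 30-min RT dye loading. Signal: Fluo-8 intracellular calcium dye fluorescence, real-time kinetic reads. Read-out: % inhibition from peak post-agonist over basal fluorescence ratio. Benchmarks: vehicle wells and EC80 agonist wells. Replicates: n of 1.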
* hit, by the source's call; . = not tested or not shown.

item | SMILES | M1 PAM parental | CHO-K1 Ca antag | CHO parental Ca | M1 antag | CHRM1 agonist | TAAR1 agonist | M1 ag parental | CHRM1 PAM | TAAR1 antag
1 | Cn1c(=O)c2c(nc(CN3CCc4ccccc4C3)n2Cc2cccc(Cl)c2)n(C)c1=O | 28 | -10 | -22 | -5 | -11 | 24 | 1.9 | -2 | -17
2 | Cc1ccc(-c2csc(NC(=O)c3ccc4c(=O)n5c(nc4c3)CCCCC5)n2)cc1 | 15 | 3 | -14 | 3 | -3 | 7 | 0.2 | 6 | 10
3 | COc1ccc(CCNC(=S)NC(=O)c2ccc(Br)cc2)cc1OC | 13 | -15 | -32 | -13 | -2 | -1 | -0.2 | 9 | -10
4 | COc1ccc(OC)c(S(=O)(=O)NCC(=O)NC2CCCc3ccccc32)c1 (stereo not given) | -13 | -4 | . | -14 | -1 | 3 | 0.7 | 14 | -18
5 | CN(CC(=O)Nc1ccc(Cl)c(C(F)(F)F)c1)C(=O)Cc1c[nH]c2ccccc12 | 13 | -3 | -18 | -9 | -1 | 21 | 1.3 | 10 | 33
6 | COc1ccc(CC(=O)N2CCN(c3ccccc3F)CC2)cc1OC | 0 | -3 | -7 | -15 | 2 | 6 | 2.8 | 9 | 12
7 | Cc1ccc(SCC(=O)OCn2nnc3ccccc3c2=O)cc1C | 2 | -1 | -6 | -4 | -9 | -2 | 0.2 | 3 | -11
8 | CC(C)(C)NC(=S)NCC1CC1 | 5 | -15 | -12 | -9 | -4 | 11 | 0.2 | 8 | -29
9 | COc1ccc(S(=O)(=O)Nc2cccc(F)c2C)cc1C(=O)N1CCOCC1 | 19 | -3 | 3 | 2 | -3 | 12 | 1.6 | 10 | 13
10 | COc1ccc(S(=O)(=O)N2CCCCC2)cc1NC(=O)c1cc([N+](=O)[O-])ccc1N1CCOCC1 | -3 | 14 | -22 | 1 | -4 | 1 | -0.1 | 6 | -26
11 | CCOC(=O)c1cn(CC)c2c(ccc3ccccc32)c1=O | 19 | -8 | -26 | -19 | 0 | 0 | 0.4 | 6 | 1
12 | CCCCOc1ccc(C2C3CN(C(=O)OCC)CC=C3C(C#N)=C(N)C2(C#N)C#N)cc1OC (stereo not given) | 21 | -5 | -12 | -12 | -3 | 11 | -0.2 | 9 | -51
13 | O=[N+]([O-])c1cc(S(=O)(=O)NC2=NCCCCC2)ccc1Cl | -5 | -13 | -3 | -2 | -7 | 1 | 0.7 | 6 | -18
14 | COc1ccc(CC(C(=O)Nc2ccc(OC)cc2)c2nn[nH]n2)cc1 (stereo not given) | 7 | -16 | 0 | -9 | -3 | 0 | 0.4 | 6 | -13
15 | COc1ccc(Cl)cc1NC(=O)CN(C)C(=O)c1ccc(-n2cncn2)cc1 | 5 | -8 | -12 | 4 | 2 | 4 | 0.4 | -1 | 7
16 | COc1ccccc1NC(=O)C(=N\O)/C(C)=N/O | -12 | 2 | -4 | -10 | -5 | 1 | -0.6 | 16 | -22
17 | CSc1ccccc1C(=O)NCc1cccnc1 | 11 | -9 | 4 | -7 | -3 | 1 | 0.9 | 9 | 2
18 | Cc1noc(C)c1CSCC(=O)N1CCN(c2ccc([N+](=O)[O-])cc2)CC1 | -6 | 11 | 7 | 58* | 1 | 16 | 8.4 | -21 | 43
19 | Cc1cc(C)c(S(=O)(=O)c2ccc(F)cc2C)c(Cl)n1 | 24 | -14 | -16 | -17 | -9 | -3 | 0.9 | 14 | -9
20 | CN(C)S(=O)(=O)c1cccc(C(=O)NC2CCSc3ccccc32)c1 (stereo not given) | 10 | 9 | -17 | 6 | -5 | 0 | 3.3 | -1 | 13
21 | CC(Sc1nc(N)cc(N)n1)C(=O)NCCC1=CCCCC1 (stereo not given) | 11 | -23 | -8 | -1 | 1 | 38* | 1.8 | 2 | 15
22 | O=C(COC(=O)C1(c2ccccc2F)CCCC1)NCc1cccs1 | -11 | -1 | -4 | 7 | -8 | 1 | 2.1 | -6 | 8
23 | COc1cc(CN(C)c2ccc(S(=O)(=O)N3CCCC3)cn2)ccc1OC(F)F | -8 | -1 | . | 14 | -2 | 6 | 6.8 | -12 | 3
24 | O=Nc1c(O)n(Cc2ccc(Cl)cc2Cl)c2ccccc12 | -5 | -5 | 87* | -15 | 6 | 10 | -0.5 | 15 | -25
25 | O=C(COc1ccc(Cl)cc1Cl)N1CCCCCC1 | 3 | 3 | -17 | 3 | -5 | 12 | 0.1 | 0 | 12
26 | Cc1ccc(NC(=O)COC(=O)C(CC(C)C)N2C(=O)C3CC=CCC3C2=O)c(C)c1 (stereo not given) | 19 | -10 | -26 | -9 | -6 | 1 | 0.3 | 2 | -10
27 | Cc1ccc(C(C)C)c(OC(=O)/C=C/c2ccccc2)c1 | 10 | -13 | -16 | -12 | -4 | 8 | 0.0 | 5 | -2
28 | CN1CCN(C(=O)CSc2nnc(COc3ccccc3)o2)CC1 | 2 | 1 | 4 | -4 | -1 | 7 | 0.6 | 11 | -22
29 | COCCn1c(SCC(=O)c2c(N)n(C3CC3)c(=O)[nH]c2=O)nc2ccccc21 | 9 | -8 | -17 | -12 | -4 | 12 | -0.2 | 19 | -31
30 | O=C(Nc1nc(-c2ccccc2)cs1)c1ccc(=O)[nH]c1 | 13 | -11 | -4 | 1 | -3 | 13 | 5.5 | 3 | -5

Fetched by compound from above (two):
item | SMILES | M1 PAM parental | CHO-K1 Ca antag | CHO parental Ca | M1 antag | CHRM1 agonist | TAAR1 agonist | M1 ag parental | CHRM1 PAM | TAAR1 antag
6 | COc1ccc(CC(=O)N2CCN(c3ccccc3F)CC2)cc1OC | 0 | -3 | -7 | -15 | 2 | 6 | 2.8 | 9 | 12
10 | COc1ccc(S(=O)(=O)N2CCCCC2)cc1NC(=O)c1cc([N+](=O)[O-])ccc1N1CCOCC1 | -3 | 14 | -22 | 1 | -4 | 1 | -0.1 | 6 | -26

Other entries:
item | SMILES | M1 PAM parental | CHO-K1 Ca antag | CHO parental Ca | M1 antag | CHRM1 agonist | TAAR1 agonist | M1 ag parental | CHRM1 PAM | TAAR1 antag
31 | O=C(CSCC(=O)NC1CC1)Nc1ccccc1 | 20 | -7 | 7 | -10 | -2 | 0 | 0.5 | 9 | 5
32 | COc1ccc(-c2[nH]nc3nc(N4CCN(C(=O)c5ccoc5)CC4)cc(C(F)(F)F)c23)cc1 | 5 | -1 | . | 18 | 2 | 5 | 8.8 | -15 | 49*
33 | C[C@@H]1COc2cccc(N3CCSCC3)c2S(=O)(=O)N1 | 11 | -12 | . | . | . | 0 | 1.6 | . | -6
34 | COc1ccccc1N1CCN(S(=O)(=O)CCNC(=O)c2ccccc2Br)CC1 | -2 | 1 | -24 | -6 | 0 | 6 | 5.4 | 2 | 14
35 | COc1ccccc1/C=N/NC(=O)c1nnn(-c2nonc2N)c1-c1ccccc1 | 10 | -1 | -5 | -9 | -1 | 6 | 1.7 | 5 | -1
36 | C(=C\CSc1ncn[nH]1)/CSc1ncn[nH]1 | 9 | -14 | -6 | -16 | -5 | 5 | 1.2 | 6 | 8
37 | O=C(CNC(=O)c1ccccc1F)NCc1ccncc1 | 11 | -2 | -6 | 0 | -4 | 2 | 0.2 | -2 | -14
38 | COc1cc(CCC(=O)OCC(=O)Nc2ccc(F)cc2F)cc(OC)c1OC | -4 | 1 | -12 | 2 | 3 | 5 | 2.3 | 1 | -4
39 | COc1ccccc1CN(C)C(=O)c1ccc(COc2ccccc2)cc1 | -2 | -7 | 2 | 6 | -3 | -1 | 0.7 | -2 | 25
40 | CCCn1c(=O)[nH]c(=O)c2c1nc(-c1ccc(OC(F)F)c(OC)c1)n2CCOC | 20 | -9 | -28 | -14 | -4 | 1 | 0.7 | 11 | 5
41 | O=C(NCCc1ccccc1)C1CCN(S(=O)(=O)c2ccc(-c3nn[nH]n3)cc2)CC1 | 19 | -7 | -4 | -3 | -2 | 2 | 0.6 | 7 | -12
42 | CCOc1ccc(/C=C/C(=O)c2ccccc2)cc1OC | 28 | -12 | -34 | 1 | -1 | 3 | 0.8 | 0 | 15
43 | Cc1ccc(S(=O)(=O)N2C[C@H]3n4c(=O)ccc(=O)n4C[C@H](OC(=O)Nc4cccs4)[C@@]3(O)C2)cc1 | 5 | 6 | . | -2 | -3 | 2 | 0.6 | 5 | 0
44 | Cn1c(N)c(C(=O)COC(=O)C23CC4CC(CC(C4)C2)C3)c(=O)n(C)c1=O | 16 | 1 | -12 | -9 | -4 | 27 | 1.8 | 1 | 8
45 | O=C(O)COc1ccc(/C=N/n2cnc3scc(-c4cccs4)c3c2=O)cc1 | 13 | 7 | -6 | 5 | -6 | 0 | 0.4 | -2 | -20
46 | CCOc1ccc(Br)cc1S(=O)(=O)Nc1ccccc1N1CCOCC1 | 20 | -11 | -11 | -5 | -6 | 0 | 0.3 | 0 | 6
47 | C=CCC1(CC=C)CCCN1C(=O)C1CCC(=O)N(CCc2ccc(Cl)cc2)C1 (stereo not given) | 9 | -4 | -22 | -4 | -2 | 5 | 0.0 | 2 | 1
48 | CCN(CC)CC(O)CN1c2ccccc2Sc2ccccc21 (stereo not given) | -8 | -2 | -8 | 51* | -8 | 4 | 4.3 | -26 | -2
49 | Cc1cnc(C(=O)OCC(=O)NC(C)C)cn1 | 7 | -7 | 2 | -7 | -2 | -1 | -0.4 | 5 | 7
50 | CCCn1c2ccccc2c2nnc(SCC(=O)OC)nc21 | 18 | 4 | -16 | 0 | -7 | 5 | 1.6 | 0 | -2
51 | C[n+]1cn(Cc2ccc(C#N)cc2)c2ccccc21 | 2 | -8 | -11 | -13 | -11 | 4 | 0.6 | 9 | -28
52 | Cc1nc2c(ccc3nc(NC(=O)C(c4ccccc4)c4ccccc4)sc32)s1 | -6 | -6 | 6 | -14 | -3 | -1 | 0.6 | 10 | -32
53 | Nc1nccnc1C(=O)OCC(=O)Nc1cccc(S(=O)(=O)N2CCCCC2)c1 | 20 | -2 | -11 | 4 | -7 | 2 | 0.6 | 10 | -13
54 | CC(C)(O)C#Cc1ccc(CN2CCN(Cc3ccsc3)C(CCO)C2)cc1 (stereo not given) | 15 | 2 | -12 | 0 | -12 | 5 | 0.7 | -9 | 8
55 | CCC(CC)c1nc2ccccc2c(=O)[nH]1 | 11 | -17 | 11 | -13 | 3 | 4 | 0.2 | 8 | 9
56 | O=C(CSc1ccccc1[N+](=O)[O-])NC1CCS(=O)(=O)C1 (stereo not given) | -8 | 4 | -11 | 0 | 0 | 5 | -0.3 | 2 | -12
57 | COc1ccc(C(=O)N(CCCO)C(C)C(=O)NC2CCCCC2)cc1OC (stereo not given) | 2 | -11 | -3 | -4 | 0 | 6 | 0.0 | -1 | -8
58 | CCN1CCN(C(=S)NCCc2ccccc2)CC1 | -6 | 16 | -3 | -14 | -4 | 32 | -0.1 | 9 | 7
59 | COc1ccc2[nH]c3c(c2c1)CCN1C(=O)C(CC(=O)NCc2ccco2)C[C@H](C(=O)N2CCOCC2)[C@@]31CCC1CCCC1 (stereo not given in full) | 7 | -2 | -10 | -12 | -3 | -1 | -0.3 | 9 | -11
60 | O=C(Nc1ccc(C(=O)N2CCCCC2)cc1)c1ccc(Br)cc1 | 13 | -5 | 0 | -18 | -2 | 1 | 1.6 | 11 | 14
61 | COc1ccc(OC)c(S(=O)(=O)N/N=C\c2ccc3c(c2)OCO3)c1 | 13 | 7 | 3 | -12 | -4 | 0 | 0.0 | 12 | -20
